High-throughput results from PubChem.
STK33 kinase inh: inhibitors of purified STK33 kinase, primary screen, biochemical, ADP-Glo luminescence, homogeneous, cell-free. Serine/threonine-protein kinase 33 (Homo sapiens), Q9BYT3. MBP phosphorylation. inhibition, % at 10 µM. actives 0.073% (n = 320,000). AID 2661, 2010;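 active = inhibition at or above 25%, using the most active replicate where run in duplicate; inactive = inhibition below 25%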
Target sequence (Q9BYT3 whole entry, looked up): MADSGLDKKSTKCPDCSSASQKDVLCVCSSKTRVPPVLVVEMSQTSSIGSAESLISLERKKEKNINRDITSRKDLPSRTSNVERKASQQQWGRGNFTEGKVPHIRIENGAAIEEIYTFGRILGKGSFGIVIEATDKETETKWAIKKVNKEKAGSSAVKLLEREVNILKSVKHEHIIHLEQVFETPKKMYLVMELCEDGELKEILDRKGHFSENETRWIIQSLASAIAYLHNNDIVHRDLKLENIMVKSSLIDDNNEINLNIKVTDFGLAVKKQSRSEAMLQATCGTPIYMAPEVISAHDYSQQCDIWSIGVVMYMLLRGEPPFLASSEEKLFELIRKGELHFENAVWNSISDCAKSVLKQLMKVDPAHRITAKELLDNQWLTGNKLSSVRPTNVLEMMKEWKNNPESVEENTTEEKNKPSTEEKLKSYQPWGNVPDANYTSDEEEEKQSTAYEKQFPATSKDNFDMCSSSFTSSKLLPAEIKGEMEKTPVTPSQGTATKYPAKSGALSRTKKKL
CHT PAM: CHT positive allosteric modulators, primary screen, cell-based, membrane potential dye, choline EC20. B-score at 10 µM. CHT-expressing cells; active compounds read high; LV-AA mutant CHT in HEK293 cells. High affinity choline transporter 1 (Homo sapiens), Q9GZV3. actives 0.49% (n = 310,000);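 active = initial fluorescence not abnormally high and integrated response B-score, plate-corrected, over 3 SD above library mean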
Target sequence (Q9GZV3 whole entry, looked up): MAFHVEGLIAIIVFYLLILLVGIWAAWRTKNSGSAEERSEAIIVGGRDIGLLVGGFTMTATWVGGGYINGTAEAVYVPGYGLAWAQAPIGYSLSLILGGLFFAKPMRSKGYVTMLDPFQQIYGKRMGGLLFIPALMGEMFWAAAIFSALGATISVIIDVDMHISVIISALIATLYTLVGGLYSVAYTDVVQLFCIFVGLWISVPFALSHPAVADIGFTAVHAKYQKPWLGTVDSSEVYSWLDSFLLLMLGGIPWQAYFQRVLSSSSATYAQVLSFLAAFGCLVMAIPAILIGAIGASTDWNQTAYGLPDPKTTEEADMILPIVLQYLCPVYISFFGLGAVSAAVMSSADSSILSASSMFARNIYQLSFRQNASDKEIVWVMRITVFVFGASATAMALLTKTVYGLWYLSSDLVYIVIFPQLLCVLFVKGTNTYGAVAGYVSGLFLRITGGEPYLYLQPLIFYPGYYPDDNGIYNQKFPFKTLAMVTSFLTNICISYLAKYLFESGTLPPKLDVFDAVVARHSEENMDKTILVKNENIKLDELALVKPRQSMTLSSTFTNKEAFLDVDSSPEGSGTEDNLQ
CHT inh: inhibitors of human choline transporter CHT. High affinity choline transporter 1 (Homo sapiens), Q9GZV3. CHT-expressing cells, membrane potential dye, choline response; active compounds read low. B-score at 10 µM. actives 0.86% (n = 310,000);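 active = B-score over 3 SD under the library average, and starting fluorescence ratio not unusually high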;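 also: choline stimulus applied at its EC90 after an EC20 pre-addition; B-score computed on integrated fluorescence ratio after choline addition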
Active calls of the source: *; i = inactive.

SMILES | STK33 kinase inh | CHT PAM | CHT inh
COc1ccccc1C(CCN(Cc1cccs1)C(C)=O)c1ccco1 (stereo not drawn) | 0.0 | i | i
Cn1c(CC2Sc3ccccc3NC2=O)nnc1SCC(=O)c1ccc(Cl)cc1 (stereo not drawn) | -0.5 | i | i
CCC(=O)NCCc1nc2ccccc2[nH]1 | -1.0 | i | i
CC(C)c1ccc(N2C(=O)/C(=C/N(C)C)SC2=S)cc1 | -0.3 | i | i
CCn1c(CC(=O)Nc2ccc(C)cc2)nnc1SCC(=O)NCc1ccccc1 | -0.2 | i | i
CCOc1ccc(OCC)c(-c2c(=O)n(OCc3ccc(Cl)cc3)c3ccccc3[n+]2[O-])c1 | -1.6 | i | i
CCOc1ccc(NC(=S)N2CCc3cc(OC)c(OC)cc3C2COc2ccc3c(C)cc(=O)oc3c2)cc1 (stereo not drawn) | -1.3 | i | i
O=C(Cc1ccccc1)NN1CCCCC1 | -1.1 | i | i
CCc1ccc(OCc2nnc(SCC(=O)Nc3cccc(C(=O)N4CCOCC4)c3)o2)cc1 | -0.4 | i | i
CCOC(=O)c1ccc(NC2c3ccccc3C(=O)N2c2ccc(C)cn2)cc1 (stereo not drawn) | -0.7 | i | i
CC(C)CC(=O)NC(=S)Nc1ccc(F)cc1F | -1.8 | i | i
Cc1c(CNCCC2=CCCCC2)c(C(=O)O)c(C)n1Cc1ccccc1 | -0.1 | i | i
O=C(N/C(=C\c1cccnc1)C(=O)N1CCOCC1)c1cccc(Br)c1 | -0.5 | i | i
Cc1nn(C/C(C#N)=N\O)c(C)[n+]1N | -0.6 | i | i
Cn1c(CN2CCN(CCO)CC2)c(C#N)c2ccccc21 | 0.2 | i | -5.3*
COC(=O)c1ccc(NC(=O)COC(=O)C2CC(=O)N(Cc3ccccc3)C2)cc1 (stereo not drawn) | -2.6 | i | i
Cc1cc(=O)oc(C)c1C(=O)NCc1c(F)cc(F)cc1F | -1.4 | i | i
CN(C(=O)CCNC(=O)Cn1cnc2ccccc2c1=O)c1ccc(Br)cc1 | -0.6 | i | i
COc1ccc(C(NC(=O)C(C)C)c2c(O)ccc3ccccc23)cc1OC (stereo not drawn) | 0.5 | i | i
Cc1c(NC(=O)CSc2ccccc2Cl)c(=O)n(-c2ccccc2)n1C | -2.5 | i | i
Cc1ccc(C)c(S(=O)(=O)N(C(=O)c2ccncc2)c2ccc(OC(=O)c3ccncc3)cc2)c1 | -0.6 | i | i
Cn1c(=O)oc2cc(S(=O)(=O)NCC3CCCO3)ccc21 (stereo not drawn) | -2.3 | i | i
CC(CNC(=O)CC(C)(C)C)NC(=O)CC(C)(C)C (stereo not drawn) | -1.8 | i | i
CCOc1ccc(-c2nnn(CC(=O)c3ccc4c(c3)OCCO4)n2)cc1OCC | -3.3 | i | i
COc1ccc([N+](=O)[O-])cc1C(=O)NCCOc1ccc(Cl)cc1 | 0.0 | i | i

Three successive records out of the list so far, for reference:
SMILES | STK33 kinase inh | CHT PAM | CHT inh
COc1ccccc1C(CCN(Cc1cccs1)C(C)=O)c1ccco1 (stereo not drawn) | 0.0 | i | i
Cn1c(CC2Sc3ccccc3NC2=O)nnc1SCC(=O)c1ccc(Cl)cc1 (stereo not drawn) | -0.5 | i | i
CCC(=O)NCCc1nc2ccccc2[nH]1 | -1.0 | i | i

Three compounds already listed, ordered by their value in STK33 kinase inh, largest number first:
SMILES | STK33 kinase inh | CHT inh
COc1ccccc1C(CCN(Cc1cccs1)C(C)=O)c1ccco1 (stereo not drawn) | 0.0 | i
Cc1cc(=O)oc(C)c1C(=O)NCc1c(F)cc(F)cc1F | -1.4 | i
CC(CNC(=O)CC(C)(C)C)NC(=O)CC(C)(C)C (stereo not drawn) | -1.8 | i

Further compounds follow:
SMILES | STK33 kinase inh | CHT PAM | CHT inh
CCCCOc1ccc(CSC2=NCCN2)cc1[N+](=O)[O-] | -0.3 | i | i
CCOC(=O)N1CCN(C(=O)CSCc2ccccc2)CC1 | 0.1 | i | i
CCCCOC(=O)NS(=O)(=O)c1sc(CC(C)C)cc1-c1ccc(Cn2c(CC)nc3c(C)cc(C)nc32)cc1 | -0.7 | i | i
CCOc1ccccc1CN1CCN(Cc2ccc3cc(F)ccc3n2)CC1CCO (stereo not drawn) | -1.6 | i | i
Cc1ccc(NC(=O)CSc2n[nH]c(C)c2[N+](=O)[O-])cc1 | 0.4 | i | i
O=C(NCCN1CCOCC1)c1ccc(=O)n(Cc2ccc(Cl)cc2)c1 | 3.6 | i | i
NC(=O)c1ccc(Cn2c(C(=O)c3ccc(Cl)cc3)c3ccccc3[n+]2[O-])cc1 | -0.6 | i | i
Cc1ccc(C)c(-n2nnnc2Sc2nnnn2-c2ccccc2)c1 | -1.3 | i | i
CCOc1cc(NC(=O)C2CCCCC2)c(OCC)cc1NC(=O)c1ccccn1 | -0.5 | i | i
Fc1ccc(C2N(c3ccccc3)C(=S)N3CCCN23)cc1 (stereo not drawn) | -22 | i | i
COC(=O)CSc1nnc(-c2ccccc2OC)o1 | -0.1 | i | i
CC1(N2CCOCC2)CC2(O)C(=[N+]1[O-])CCc1nonc12 (stereo not drawn) | -4.2 | i | i
COc1ccc(-n2nc3c(c2NC(=O)COc2cccc(OC)c2)CS(=O)(=O)C3)cc1 | -0.5 | i | i
CCOC(=O)N1CCN(CC(=O)N2CCC(C(N)=O)CC2)CC1 | -0.8 | i | i
Cc1ccc(-n2nnnc2SCC(=O)NNC(=O)c2ccco2)c(C)c1 | -2.4 | i | i
Cn1c(=O)c2c([nH]c(=O)n2C)n(C)c1=O | -3.4 | i | i
Cc1cc(S(=O)(=O)N2CCN(c3c(C)cccc3C)CC2)ccc1F | -1.7 | i | i
CCOC(=O)c1sc(-c2ccccc2)cc1NC(=O)Nc1ccc([N+](=O)[O-])cc1 | -1.0 | i | i
NC(=O)c1nsc(C(=O)N(c2ccccc2F)C(C(=O)NCc2ccccc2)c2ccc(O)cc2)c1N (stereo not drawn) | -0.3 | i | i
O=C(Nc1cc(Sc2ccccn2)cc([N+](=O)[O-])c1)c1ccc(Cl)cc1 | -0.6 | i | i
Cc1ccc(NC(=O)c2ccccc2-c2ccccc2C(=O)O)cc1C | -1.1 | i | i
COc1cc(C(=O)Nc2sc3c(c2C(=O)O)CCC3)cc(OC)c1OC | -2.0 | i | i
CC1Nc2ncnc(N3CCN(c4ccccc4)CC3)c2N(Cc2ccccc2)C1=O (stereo not drawn) | 1.5 | i | i
Cc1ccc(-n2ncc3c2CCCC3NC(=O)CCn2ccnc2C)cc1C (stereo not drawn) | -0.1 | i | i
Cc1cc(NC(=O)CSc2nc3cc(C)c(C)cc3cc2C)no1 | -0.2 | i | i

Following part.
SMILES | STK33 kinase inh | CHT PAM | CHT inh
CC(C)Cc1ccc(C(C)C(=O)OCC(=O)c2c[nH]c3ccccc23)cc1 (stereo not drawn) | 0.0 | i | i
Cc1cccc(CNC(=O)CCCn2nc(C)c3c(C)n(-c4ccccc4)nc3c2=O)c1 | -1.2 | i | i
COc1ccccc1C(=O)Nc1ccc2c(c1)C(=O)NC2=O | -2.5 | i | i
CCOc1ncccc1C(=O)Nc1cccc(Cl)c1Cl | -1.1 | i | i
NS(=O)(=O)c1cccc(NC(=O)CSc2ncc(C(F)(F)F)cc2Cl)c1 | -0.6 | i | i
Cc1ncc(C23CC4CC(CC(C4)C2)C3)[nH]1 | -0.9 | i | i
O=C(N/N=C/c1ccc(N2CCCCC2)o1)C(O)(c1ccccc1)c1ccccc1 | 1.9 | i | i
CC1(C)NC(=O)N(CCOc2cccc(Cl)c2Cl)C1=O | -1.1 | i | i
O=C(CCC1CCCN(C(=O)c2cccc(F)c2)C1)N1CCN(c2ccccn2)CC1 (stereo not drawn) | -1.3 | i | i
COc1ccc(-c2nn(-c3ccccc3)cc2/C=C(\CC(=O)O)c2nc3ccccc3s2)cc1OC | -1.0 | i | i
Cc1ccc([N+](=O)[O-])cc1NC(=O)C(C)Sc1nnc(C)n1CC1CCCO1 (stereo not drawn) | 0.1 | i | i
CCCc1c(C)[nH]c2nc3ccccc3n2c1=O | -0.2 | i | i
O=C1Nc2ccccc2C1=O | -1.0 | i | i
CCc1cc2c(COC(=O)c3c(C)noc3C)cc(=O)oc2cc1O | -0.5 | i | i
CCC(C)NS(=O)(=O)c1ccc(NS(C)(=O)=O)cc1 (stereo not drawn) | -0.4 | i | i
Cn1c(SCCOc2ccc(F)cc2)nnc1-c1ccncc1 | -0.6 | i | i
O=C(NCc1ccco1)C(c1cccs1)N(Cc1ccccc1)C(=O)Cn1nnc2ccccc21 (stereo not drawn) | -0.6 | i | i
CCOC(=O)c1sc(N)c(C(=O)OC)c1C | -0.4 | i | i
Cc1ccc(S(=O)(=O)CCC(=O)OCC(=O)N(Cc2ccccc2)C(C)C)cc1 | -1.0 | i | i
Cc1cc(Oc2ccc(OCC(N)=O)nn2)nc(Cl)n1 | -1.5 | i | i
O=C(CSc1nccc(=O)[nH]1)N1CCCc2ccccc21 | -0.8 | i | i
CCCCC(=O)Nc1cccc(NC(=O)c2cccc(Br)c2)c1 | 2.1 | i | i
CC1CCCCC1NC(=O)CCCCn1c(=O)[nH]c2ccsc2c1=O (stereo not drawn) | -0.2 | i | i
O=C(COC(=O)Cc1ccc(Br)cc1)NC12CC3CC(CC(C3)C1)C2 | 0.3 | i | i
CC1CCCC(C)N1CCNC(=O)CCc1nnc2n(Cc3ccccc3)c(=O)c3ccccc3n12 (stereo not drawn) | 1.2 | i | i

The final 5 records of the part before come first, to join the parts.
SMILES | STK33 kinase inh | CHT PAM | CHT inh
O=C(CSc1nccc(=O)[nH]1)N1CCCc2ccccc21 | -0.8 | i | i
CCCCC(=O)Nc1cccc(NC(=O)c2cccc(Br)c2)c1 | 2.1 | i | i
CC1CCCCC1NC(=O)CCCCn1c(=O)[nH]c2ccsc2c1=O (stereo not drawn) | -0.2 | i | i
O=C(COC(=O)Cc1ccc(Br)cc1)NC12CC3CC(CC(C3)C1)C2 | 0.3 | i | i
CC1CCCC(C)N1CCNC(=O)CCc1nnc2n(Cc3ccccc3)c(=O)c3ccccc3n12 (stereo not drawn) | 1.2 | i | i
O=C(Nc1ccccc1O)c1ccc2c(c1)C(=O)N(N1C(=O)c3ccccc3C1=O)C2=O | -1.1 | i | i
CC(=O)Nc1ccc(S(=O)(=O)Oc2ccc(C(=S)N3CCC(O)CC3)cc2)cc1 | -1.1 | i | i
COC(=O)/C(=C1/Oc2cc3c(cc2S1)OCO3)C(F)(F)F | -1.1 | i | i
COCCNC(=O)c1c(CSc2ccc(F)cc2)noc1C(=O)NCc1ccccc1 | 1.1 | i | i
CCc1nnc(NC(=O)CSc2nnc(-c3ccccc3OC)n2-c2ccc(C)cc2)s1 | 0.7 | i | i
Cc1ccc(C)n1-c1ccccc1N | 1.7 | i | i
CN(CC(=O)Nc1cccc(F)c1)C(=O)/C=C/c1cn(Cc2ccccc2)nc1-c1cccnc1 | -1.1 | i | i
C=CCc1ccc(OCCOCCN(C)C)c(OC)c1 | -1.6 | i | i
COc1ccc(NC(=O)Cn2cnc3c(cnn3C(C)(C)C)c2=O)cc1OC | -0.3 | i | i
COc1ccc(C2=NN(C(=O)c3cccs3)C(O)(C(F)(F)F)C2)cc1 (stereo not drawn) | -0.7 | i | i
Cc1ccc(CSC2=NCCN2C(=O)c2ccco2)cc1 | -0.5 | i | i
CC(C)C[C@H](NC(=O)C1CC(=O)N(c2ccc3c(c2)OCO3)C1)C(=O)NC1CCCCC1 (stereo partly drawn) | -1.3 | i | i
O=C(COC(=O)c1cccc(S(=O)(=O)N2CCOCC2)c1)Nc1nc(-c2ccccc2Cl)cs1 | -0.9 | i | i
Cc1ccc(NS(=O)(=O)c2cccc(C(=O)NCc3ccccn3)c2)cc1 | -0.9 | i | i
O=C(CSc1nnc(-c2ccncc2)n1Cc1ccco1)Nc1ccccc1Cl | 1.0 | i | i
C[C@@H](C(=O)OCC(=O)NCCc1ccc(S(N)(=O)=O)cc1)N1C(=O)C2CCCCC2C1=O (stereo partly drawn) | -1.7 | i | i
O=C(C1CCC(=O)N(C2CC2)C1)N1CCN(c2cccc(Cl)c2)CC1 (stereo not drawn) | -0.7 | i | i
CCOC(=O)c1c(C)[nH]c(C(=O)OCC(=O)c2ccccc2)c1C | -0.1 | i | i
O=C1Nc2c(c(=O)[nH]c(=O)n2Cc2ccccc2)C1(NS(=O)(=O)c1ccccc1)C(F)(F)F (stereo not drawn) | 0.5 | i | i
COc1cc(/C=C/c2[nH]c(=O)[nH]c(=O)c2[N+](=O)[O-])cc(OC)c1O | -6.1 | i | i
Cc1ccc(NC(=S)Nc2ccc3[nH]c(=O)[nH]c3c2)cc1C | 0.8 | i | -6.9*
CCCN(CCC)Cc1cc(=O)oc2cc3c(cc12)CCC3 | -0.4 | i | i
c1ccc(CCN2CCN=C2Nc2ccccc2)cc1 | -0.5 | i | i
CN(C)S(=O)(=O)N1CCN(CC(O)COc2ccc3cc(Br)ccc3c2)CC1 (stereo not drawn) | -0.8 | i | i
Cc1c(NC(=O)COC(=O)c2ccccc2Cl)c(=O)n(-c2ccccc2)n1C | 0.1 | i | i
COC(=O)C1(C(F)(F)F)C2C=CC(C2)N1S(=O)(=O)c1ccc(C)cc1 (stereo not drawn) | 1.0 | i | i
CCc1nc(CNC(=O)C2CCC(=O)N(CCc3ccc(OC)cc3)C2)cs1 (stereo not drawn) | -0.2 | i | i
O=C1CC(c2ccc3c(c2)OCO3)Sc2nc3ccccc3n21 (stereo not drawn) | 1.8 | i | i
CCOC(=O)C1CCN(S(=O)(=O)c2ccc(C)cc2)CC1 | 0.9 | i | i
